RAD52 inh = inhibitors of human RAD52 DNA annealing | P43351 | recombinant RAD52 DNA annealing, FRET fluorescence | inhibition, % at 18.7 µM | hit rate 0.46% among 360,000 | AID 651710;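 active = every replicate showing at least 50% inhibition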
Target sequence (P43351 whole entry, looked up): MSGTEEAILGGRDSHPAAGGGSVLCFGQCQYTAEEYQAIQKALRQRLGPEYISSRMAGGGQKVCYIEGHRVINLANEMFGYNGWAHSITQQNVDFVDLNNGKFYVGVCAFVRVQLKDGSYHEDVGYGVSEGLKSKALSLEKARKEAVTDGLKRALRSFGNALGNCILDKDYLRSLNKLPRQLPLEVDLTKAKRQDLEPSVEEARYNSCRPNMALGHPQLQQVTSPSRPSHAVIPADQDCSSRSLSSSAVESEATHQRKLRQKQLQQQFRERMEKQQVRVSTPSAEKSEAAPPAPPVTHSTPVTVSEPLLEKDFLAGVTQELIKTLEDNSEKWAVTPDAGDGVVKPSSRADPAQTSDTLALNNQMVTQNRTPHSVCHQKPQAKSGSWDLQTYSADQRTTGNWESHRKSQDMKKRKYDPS
Xi reactivation = X-chromosome reactivation activator; hit rate 0.055% among 360,000; XiGFP mouse fibroblasts, % GFP-positive cells imaging, 3 d; cells co-treated with 5-aza-dC sensitizer; scaled so ellipticine positive control = 100%; activation, % at 7.58 µM;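 active = mean normalized replicate activation at least 10% and every replicate at or above 10%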;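 also: 0% = median of on-plate neutral control wells and 100% = ellipticine 6 µM median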
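System: SV40-immortalized XiGFP fibroblast cells, line 68-5-11 / Incubation: 3-day compound exposure, then 15 min fixation at room temperature / Compound: single concentration per compound, delivered by pin transfer / Buffer or medium: DMEM plus 5-aza-dC sensitizer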
FN deposition inh = fibronectin deposition inhibition | AH1F fibroblasts, Alexa488-fibronectin deposition fluorescence, overnight | hit rate 0.086% among 350,000 | inhibition, % at 12.6 µM;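 active = mean inhibition across replicates of 30% or more, regardless of how many single replicates reach that level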;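 also: positive control wells lacked labelled fibronectin entirely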
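material = AH1F fibroblast monolayer depositing Alexa488-labelled fibronectin into matrix | amount = 10000 AH1F cells/well | buffer or medium = DMEM plus 2% serum, read in PBS | incubation = 1 h cell adhesion before compound, then overnight fibronectin incubation | detection = fluorescence at 485 nm excitation, 525 nm emission | evaluation = percent inhibition as loss of matrix-bound fibronectin fluorescence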
esBAF inh = inhibitors of esBAF chromatin remodeling in mouse ES cells | Bmi1-luciferase knock-in reporter, 24 h; 100% = twice the neutral-well signal | reporter increase, % at 12.5 µM | AID 602393 | hit rate 2% among 350,000; in the data active = activation above about 40%;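 also: 0% = median of the plate's neutral control wells and 100% = double that signal; a rise in the Bmi1 reporter signal indicates esBAF inhibition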
E-selectin induc = E-selectin induction on HUVECs; P16581; HUVEC E-selectin immunofluorescence imaging; normalized: neutral wells 0, TNF-alpha wells 100; activation, % at 7.58 µM; hit rate 0.37% among 260,000; AID 686992;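 active = mean E-selectin-positive cell signal at least 10% of the positive control, reached in at least 60% of replicates, without over 20% cell loss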;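 also: in these data hits start at about 27%; measured in HUVEC primary endothelial cells; signal is the percent of cells scored E-selectin positive by PE staining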
Target sequence (P16581 whole entry, looked up): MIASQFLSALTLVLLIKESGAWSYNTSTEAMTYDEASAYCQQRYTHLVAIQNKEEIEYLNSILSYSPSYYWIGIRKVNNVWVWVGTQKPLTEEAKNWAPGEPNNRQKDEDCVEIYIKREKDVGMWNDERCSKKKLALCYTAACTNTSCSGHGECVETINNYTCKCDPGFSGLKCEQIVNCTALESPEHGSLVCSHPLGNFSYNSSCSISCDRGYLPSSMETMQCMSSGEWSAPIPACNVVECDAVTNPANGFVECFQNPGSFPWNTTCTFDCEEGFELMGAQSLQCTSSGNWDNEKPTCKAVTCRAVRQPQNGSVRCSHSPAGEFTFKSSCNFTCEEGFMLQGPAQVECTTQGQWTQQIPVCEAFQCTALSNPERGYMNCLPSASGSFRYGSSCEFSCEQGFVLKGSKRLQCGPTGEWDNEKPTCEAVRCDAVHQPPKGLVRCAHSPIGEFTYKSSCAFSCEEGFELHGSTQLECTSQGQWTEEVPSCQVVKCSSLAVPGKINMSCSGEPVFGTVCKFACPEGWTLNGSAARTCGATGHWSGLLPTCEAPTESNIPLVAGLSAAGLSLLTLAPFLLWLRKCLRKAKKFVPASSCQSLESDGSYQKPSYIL
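System: HUVEC / Compound: single concentration / Signal: immunofluorescence imaging / Read-out: percent E-selectin-positive cells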
S100A4 inh HTS = S100A4-myosin IIA interaction inhibition; P26447; S100A4/TAMRA-MyoIIA peptide fluorescence polarization; inhibition, % at 10.7 µM; hit rate 0.14% among 360,000; AID 652163;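 active = mean inhibition of at least 70% across replicates, with every replicate also reaching that level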
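Material: S100A4 monomer protein / Buffer or medium: 50 mM HEPES pH 7.2, 10 mM CaCl2, 100 mM KCl / Times: 5 min incubation before reading / Benchmarks: neutral control DMSO, positive control TFP / Reagent: labelled myosin peptide probe, 5 nM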
RAD54 branch = inhibitors of human RAD54 branch migration; Q92698; RAD54 Holliday junction branch migration, FAM/BHQ fluorescence; inhibition, % at 10.4 µM; hit rate 0.14% among 360,000; AID 602329;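 active = mean normalized replicate activity at least 40 and at least half of replicates scoring 40 or more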;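 also: 0% = median of neutral control wells and 100% = median of positive control wells; inhibitors cause a drop in the FAM fluorescence signal; in these data hits start at about 50%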
EWS-Fli block = inhibitors of EWS/Fli oncoprotein transcriptional activity | A673 NR0B1-luciferase reporter, viability-normalised | inhibition, % at 12.6 µM | hit rate 0.67% among 350,000 | AID 651661;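 active = mean inhibition of at least 50% after viability correction, with every replicate also passing that limit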;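 also: firefly luciferase signal divided by Alamar Blue viability fluorescence both relative to DMSO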
Active calls of the source: *; . = not tested or not shown; & = joins results of further samples.

1. COc1cccc(-c2cn(CC[C@@H]3CC[C@H](NS(=O)(=O)Cc4ccccc4)[C@H](CO)O3)nn2)c1
2. CC(=O)N1CCN(S(=O)(=O)c2cccc(C(=O)OCC(=O)NC(=O)c3cccn3C)c2)CC1
3. CSCCC(NC(=O)c1cccc(S(=O)(=O)N2CCN(C(C)=O)CC2)c1)c1nc2ccccc2[nH]1 (configuration not stated)
4. C[C@@]12CC[C@@H](C3=C(CCC3)C1)N2c1ccccc1
5. Cc1cccc(NC(=O)NNC(=O)CCc2ccccc2)c1
6. CN1CCN(C(=O)C[C@H]2C[C@@H]3c4cc(NC(=O)CC5CC5)ccc4O[C@@H]3[C@H](CO)O2)CC1
7. Cc1ccc(OCC(O)CNC(C)c2ccccc2)cc1C (configuration not stated)
8. Cc1csc(SC(C)C(=O)NCC(=O)Nc2ccc(F)c(F)c2F)n1 (configuration not stated)
9. CO[C@@H]1CN(C)C(=O)c2cc(NC(C)=O)ccc2OC[C@@H](C)N(C(=O)c2ccccc2F)C[C@@H]1C
10. COc1ccccc1/C=C/CN1CCCC(CO)(Cc2cccc(Cl)c2)C1 (configuration not stated)
assay / entry	1	2	3	4	5	6	7	8	9	10
RAD52 inh	-10.4	-13.8	-5.6	-18.6	5.2	5.7	5.7	-14.9	-15.6	-87.4
RAD54 branch	2.5	.	5.9	.	-3.3	-3.0	-0.4	.	8.9	-14.3
S100A4 inh HTS	9.4	-3.6	-4.3	-2.4	-3.1	4.0	-1.6	-6.9	-0.4	1.0
FN deposition inh	1.8	-1.5	-3.8	1.1	.	-1.5	-5.7	1.6	1.2	.
EWS-Fli block	1.4	7.0	3.1	-0.1	-0.1	-12.4	0.9	-0.1	0.5	2.2
esBAF inh	-0.1	.	-7.1	.	-7.1	-6.5	-1.0	.	0.5	-4.1
E-selectin induc	-0.4	.	.	4.9	0.1	0.0	.	4.7	-0.1	.
Xi reactivation	-0.4	-0.1	-0.5	0.0	-0.1	0.1	-0.1	0.1	0.4	0.6

Next section; the last two above are carried over.
9. CO[C@@H]1CN(C)C(=O)c2cc(NC(C)=O)ccc2OC[C@@H](C)N(C(=O)c2ccccc2F)C[C@@H]1C
10. COc1ccccc1/C=C/CN1CCCC(CO)(Cc2cccc(Cl)c2)C1 (configuration not stated)
11. O=C(N[C@H](Cc1ccccc1)C(=O)N1CCN(c2ncccn2)CC1)[C@H]1O[C@@H](n2ccc(=O)[nH]c2=O)[C@H](O)[C@@H]1O
12. Cc1ccc2sc(N(CCN(C)C)C(=O)c3ccc(S(=O)(=O)N4CC(C)OC(C)C4)cc3)nc2c1C (configuration not stated)
13. COc1ccc(C(=O)NCC(=O)OCC(=O)c2cc(OC)c(OC)c(OC)c2)cc1OC
14. CCC(C)NC(=O)C1CCN(S(=O)(=O)N2CCCC2)CC1 (configuration not stated)
15. Cc1nnc2ccc(N3CCCCC3)nn12
16. C[C@H]1CN([C@@H](C)CO)S(=O)(=O)c2ccc(-c3ccccc3)cc2O[C@@H]1CN(C)C(=O)CC1CC1
17. COc1ccccc1C(C)NCC(=O)Nc1c(F)cccc1F (configuration not stated)
18. Cc1cc(C)n(CC(O)COc2ccc(C(C)C)c(C)c2)n1 (configuration not stated)
19. Cc1ccc(S(=O)(=O)N2CCOCC2)cc1NC(=O)CN1CCN(c2ccc(O)cc2)CC1
20. CC(=O)NC(=S)Nc1cc(C(=O)O)ccc1Cl
assay / entry	9	10	11	12	13	14	15	16	17	18	19	20
RAD52 inh	-15.6	-87.4	-4.2	-6.9	-22.6	-21.0	-9.4	7.0	-12.7	2.4	-6.4	-0.8
RAD54 branch	8.9	-14.3	.	2.7	.	9.4	-4.7	-5.0	.	-2.2	1.0	.
S100A4 inh HTS	-0.4	1.0	0.8	-3.4	1.6	-8.8	0.1	1.9	-6.6	0.4	4.0	3.4
FN deposition inh	1.2	.	6.2	-5.9	15.4	.	-3.6	.	.	3.8	-0.1	13.0
EWS-Fli block	0.5	2.2	-3.0	.	-4.2	.	5.1	-6.4	1.1	-1.0	3.2	9.4
esBAF inh	0.5	-4.1	.	-10.8	.	5.4	6.3	2.8	.	-1.5	.	.
E-selectin induc	-0.1	.	0.3	.	.	.	-0.2	0.0	.	.	0.4	.
Xi reactivation	0.4	0.6	0.0	0.4	0.1	.	0.3	-0.3	-1.3	1.1	-0.1	-0.2

21. O=Cc1ccccc1-n1cncn1
22. COC(=O)[C@@]12C[C@@H](CC(=O)NCC3CCCCC3)C(=O)N(Cc3cccc4ccccc34)C1=CCC(C)(C)C2
23. COc1ccc(NC(=O)CN(C)C(=O)/C=C/c2cn(-c3ccccc3)nc2-c2ccc(F)cc2)cc1
24. O=C(COc1ncnc2ccc(Br)cc12)NC1CCCC1
25. CC(C)NC(=O)Nc1ccc2c(c1)CC(=O)N([C@@H](C)CO)C[C@@H](C)[C@H](CN(C)Cc1ccc(Cl)c(Cl)c1)O2
26. C[C@@H]1CN([C@@H](C)CO)C(=O)c2cc(-c3cccc(C(=O)N(C)C)c3)cnc2O[C@H]1CN(C)C(=O)Cc1ccccn1
27. COc1ccc(N2CCN(Cc3nc4cc(Cl)ccc4c(=O)[nH]3)CC2)cc1
28. COc1ccc(/C(N)=N/OC(=O)CCC2CCCC2)cc1OC
29. COc1cccc(CN(C)C(=O)c2ccc(NC(=O)CC3SC(N4CCCCC4)=NC3=O)cc2)c1OC (configuration not stated)
30. OC(COc1cccc2ccccc12)CN1CCN(c2cccc(Cl)c2)CC1 (configuration not stated)
assay / entry	21	22	23	24	25	26	27	28	29	30
RAD52 inh	-13.1	1.7	-17.6	1.9	-18.0	-10.4	-6.1	7.3	-9.3	-11.1
RAD54 branch	-21.9	.	.	-5.0	-8.4	-1.1	.	-5.7	6.9	1.1
S100A4 inh HTS	-8.4	-3.0	-1.4	-4.9	2.4	1.7	-1.5	-0.3	-2.4	-2.5
FN deposition inh	6.8	8.0	-3.5	-0.5	.	-3.5	5.0	-6.6	-2.7	0.8
EWS-Fli block	11.9	1.4	-4.1	4.1	.	0.2	-4.5	-32.6	-2.3	2.7
esBAF inh	-5.0	.	.	-1.8	6.0	4.0	.	.	1.0	-12.0
E-selectin induc	0.5	3.2	-0.1	0.5	21.9	-0.3	-0.1	1.7	.	0.2
Xi reactivation	-0.1	0.0	0.0	0.3	-0.1	0.0	0.0	0.3	0.0	0.0

31. C[C@H]1CN([C@@H](C)CO)C(=O)c2cccc(N(C)C)c2O[C@H]1CN(C)C(=O)NC1CCCCC1
32. CCC(=O)Nc1ccc2c(c1)C(=O)N(C)C[C@H](OC)[C@@H](C)CN(C(=O)c1cccnc1)[C@H](C)CO2
33. COc1ccc(S(=O)(=O)Nc2cccc3c2O[C@H](CN(C)C(=O)Nc2ccc(F)cc2)[C@H](C)CN([C@@H](C)CO)C3=O)cc1
34. O=C(O)/C=C/C(=O)Nc1ccc(OC(F)(F)F)cc1
35. Oc1ccc(/C=N/Nc2nc(N3CCCCCC3)nc(N3CCCCCC3)n2)c(O)c1
36. Cn1c(C(=O)N2CCCCCC2)cc2c(=O)n(C)c3ccccc3c21
37. C[C@@H]1CN([C@@H](C)CO)C(=O)CCCn2nncc2CO[C@H]1CN(C)Cc1ccc(Oc2ccccc2)cc1
38. CN1C(=O)c2cc(NS(C)(=O)=O)ccc2OC[C@H]2O[C@@H](CC(=O)NCc3ccccc3)CC[C@H]21
39. Cc1cnc(C(=O)N2CCCC(N3CCN(c4ccccc4C)CC3)C2)cn1 (configuration not stated)
40. Cc1ccc(S(=O)(=O)N(C)C[C@H]2Oc3ccc(NC(=O)CCC(F)(F)F)cc3CC(=O)N([C@H](C)CO)C[C@H]2C)cc1
assay / entry	31	32	33	34	35	36	37	38	39	40
RAD52 inh	-4.2	-17.6	-27.4	-10.5	-2.8	-10.5	-15.9&-2.0	1.3	-12.6	-0.2
RAD54 branch	1.6	-2.1	5.9	-9.4	.	11.0	-6.5&6.1	-16.9	-3.4	0.0
S100A4 inh HTS	9.1	1.8	-3.2	4.5	4.1	-3.0	-10.1&-2.5	-0.1	-4.1	-9.2
FN deposition inh	0.1	.	.	4.1	-4.0	-0.4	10.2&18.1	-3.9	-3.8	.
EWS-Fli block	.	-8.2	2.9	1.0	16.2	-20.8	11.9&43.5	5.5	3.2	-0.7
esBAF inh	-3.1	-7.3	8.1	.	.	13.3	4.5&-1.7	-5.0	-3.9	2.5
E-selectin induc	-0.2	.	0.3	.	.	-0.1	0.0	0.1	-1.7	0.1
Xi reactivation	-0.7	.	-0.1	-0.1	0.1	0.3	0.5&0.2	0.0	-0.1	-0.8

41. C[C@H](CO)N1C[C@H](C)[C@@H](CN(C)C(=O)c2ccccc2)OCCCC[C@H](C)Oc2ccc(NS(=O)(=O)c3ccccc3)cc2C1=O
42. CCOC(=O)C1CCN(Cc2c(C(=O)N3CCOCC3)nc3c(C)cccn23)CC1
43. CCOC(=O)N1CCN(S(=O)(=O)c2ccc3c(c2)C(C)C(=O)N3)CC1 (configuration not stated)
44. CCN(CC)S(=O)(=O)c1ccc(OC)c(NC(=O)c2cc([N+](=O)[O-])ccc2N2CCOCC2)c1
assay / entry	41	42	43	44
RAD52 inh	-5.7	-17.4	-8.6	-12.6
RAD54 branch	-11.3	-0.5	2.3	-6.2
S100A4 inh HTS	8.7	1.4	-5.5	1.7
FN deposition inh	-7.3	3.4	4.6	-7.1
EWS-Fli block	-15.1	-0.7	8.0	8.0
esBAF inh	-3.5	-0.8	-2.5	-6.2
E-selectin induc	.	0.5	.	-0.1
Xi reactivation	-0.1	0.1	0.0	0.0

Part of the list above in another layout.
item	compound	RAD52 inh	RAD54 branch	S100A4 inh HTS	FN deposition inh	EWS-Fli block	esBAF inh	E-selectin induc	Xi reactivation
33	COc1ccc(S(=O)(=O)Nc2cccc3c2O[C@H](CN(C)C(=O)Nc2ccc(F)cc2)[C@H](C)CN([C@@H](C)CO)C3=O)cc1	-27.4	5.9	-3.2	.	2.9	8.1	0.3	-0.1
34	O=C(O)/C=C/C(=O)Nc1ccc(OC(F)(F)F)cc1	-10.5	-9.4	4.5	4.1	1.0	.	.	-0.1

Looked up above:
C[C@H](CO)N1C[C@H](C)[C@@H](CN(C)C(=O)c2ccccc2)OCCCC[C@H](C)Oc2ccc(NS(=O)(=O)c3ccccc3)cc2C1=O @ S100A4 inh HTS: 8.7
CCN(CC)S(=O)(=O)c1ccc(OC)c(NC(=O)c2cc([N+](=O)[O-])ccc2N2CCOCC2)c1 @ E-selectin induc: -0.1
